Integrin act MD – qHTS for Activators of Integrin-Mediated Alleviation for Muscular Dystrophy | alpha7betagal myoblasts, beta-gal FDG fluorescence, 48 h | Potency, µM (highest dose often 38.3 µM), without a hit: at the highest dose activation, most hits filed as activators | 0.064% of 350,000 active; active means well fitted activation curve with a large enough effect; inconclusive means small, poorly fitted or top-dose-only effect; inactive means no such curve, though single readings can be large or run the other way;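 further: 100% = response of the positive control SU9516; nearly all actives have a fitted effect of over 60% in size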
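alpha7betagal+/- myoblasts (passage 13, 250/well) treated 48 h at 37C with compounds at 1:260 dilution of DMSO stock. Lysed, then beta-galactosidase activity read as FDG fluorescence (ex 480/em 540) after 30 min, with pre-read for autofluorescence.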
* marks the source's active call; other numbers are inactive results; [ ] = remark or other dose. Potency means the concentration at half of the fitted maximal effect. These rows are one share of the data; count on the stated rates, not on these rows.

`CCOC(=O)C1(C)NC(c2ccc(OC)c(OC)c2)C2C(=O)N(c3cccc(C(C)=O)c3)C(=O)C21` (centres undefined) gave Integrin act MD 23%.
`OC(Cc1cccc(C=NN2CCOCC2)n1)(C(F)(F)F)C(F)(F)F` gave Integrin act MD 14%.
COc1ccc(-c2ccc3[nH]c4c(c3c2)CCN2C(=O)[C@@H]([C@H](C)O)[C@@H](N(C)C(=O)Nc3ccccc3)C[C@@H]42)cc1 was read as Integrin act MD -61%[inhibitor].
`C[C@H]1CCCCO[C@H](CN(C)Cc2ccc(C(=O)O)cc2)[C@@H](C)CN([C@@H](C)CO)C(=O)c2cc(NS(=O)(=O)c3cn(C)cn3)ccc2O1` gave Integrin act MD -25%.
Screening CCN(CC)C(=O)C1=C(C)N(Cc2ccc(OC)cc2)C(=O)C(CC(=O)NC2CC2)C1 (centres undefined) returned Integrin act MD 13%.
For CCOC(=O)Nc1ccc2c(c1)C(=NNC(=S)NC)c1ccccc1-2 the results were Integrin act MD -32%.
For COCCNC(=O)/C(C#N)=C1\N=C(NC(=O)c2ccco2)c2ccccc21 the results were Integrin act MD -9%.
For CCn1cc(CN2CCC(C(=O)Nc3ccc(Oc4ccccc4F)cc3)CC2)cn1 the results were Integrin act MD -51%[inhibitor].
Screening Cc1ccc(C)c(NC(=O)COC(=O)c2cccc(S(=O)(=O)N3CCCC3)c2)c1 returned Integrin act MD -6%.
Screening N#CC1(NC(=O)COC(=O)Cc2c[nH]c3ccccc23)CCCCC1 returned Integrin act MD 7%.
Screening CCCCCC(=O)N1C[C@H](n2cc(COC(=O)c3ccccc3)nn2)[C@@H](O)C[C@@H]1c1ccccc1 returned Integrin act MD 0%.
Screening Nc1nnc2cc(F)ccc2n1 returned Integrin act MD -13%.
COc1ccc(CCNC(=O)CSc2nc3ccsc3c(=O)n2Cc2ccccn2)cc1OC was read as Integrin act MD -5%.
For O=C(CSc1nnc(CNC(=O)c2c(F)cccc2F)o1)NCc1ccc2c(c1)OCO2 the results were Integrin act MD -5%.
`Cc1ccc2c(c1)sc1nncn12` gave Integrin act MD 0%.
CCN1C(=O)[C@H]2[C@@H](c3ccc(C(F)(F)F)cc3)N[C@]3(CCCN(Cc4ccc(C)cc4)C3=O)[C@H]2C1=O was read as Integrin act MD 14%.
For COc1ccc(-c2cnc3c(c2)C(=O)N([C@H](C)CO)C[C@@H](C)[C@H](CN(C)Cc2ccccc2)O3)cc1 the results were Integrin act MD -12%.
For COCCN(C(=O)CSc1nnc(-c2cccc(Cl)c2)n1N)c1c(N)n(CC(C)C)c(=O)[nH]c1=O the results were Integrin act MD -2%.
For COc1ccc2[nH]c3c(c2c1)CNCC3 the results were Integrin act MD 5%.
`Cc1ccc(S(=O)(=O)N2C[C@H]3N(C(=O)OC(C)C)N(C(=O)OC(C)C)C[C@H](OC(=O)NCC4CCCCC4)[C@@]3(O)C2)cc1` gave Integrin act MD -45%[inhibitor].
For Cc1cn([C@H]2C[C@H](O)[C@@H](CNCc3cnc(N4CCOCC4)s3)O2)c(=O)[nH]c1=O the results were Integrin act MD 6%.
COc1ccc(S(=O)(=O)NC(C)c2ccc3c(c2)OCCO3)cc1 (centres undefined) was read as Integrin act MD -5%.
CCCCCCn1c(=O)n2n(c1=O)[C@@H]1CN(S(=O)(=O)c3ccc(C)cc3)C[C@]1(O)[C@@H](OC(=O)NCc1ccc(OC)c(OC)c1)C2 was read as Integrin act MD 20%.
`C[C@@H]1CN([C@@H](C)CO)C(=O)CCCn2nncc2CO[C@@H]1CN(C)C(=O)NC1CCCCC1` gave Integrin act MD -2%.
Screening CCOc1cc(/C=N/NC(=O)c2nnn(-c3nonc3N)c2C)ccc1OCc1ccc(C)cc1 returned Integrin act MD -7%.
Screening CC1(C)CC(Cc2ccc(Cl)nc2)N(C(=O)OC(C)(C)C)C1 (centres undefined) returned Integrin act MD -5%.
For CC1=C(C(=O)N2CCOCC2)CC(CC(=O)NCCN2CCOCC2)C(=O)N1Cc1ccc(F)cc1 (centres undefined) the results were Integrin act MD 16%.
For C[C@@H]1c2ccccc2N2C[C@H](Cc3ccc(C(=O)c4ccccc4)cc3)C[C@@H]12 the results were Integrin act MD 1%.
For O=C(COC(=O)/C=C/c1ccc(Cl)cc1)NCc1cccs1 the results were Integrin act MD 20%.
`CCN1C(=O)[C@H]2[C@@H](c3ccc(C)cc3)N[C@]3(CCCN(CCC(C)C)C3=O)[C@H]2C1=O` gave Integrin act MD 0%.
Screening COc1ccc2c(c1)Cc1c-2cc(Br)c(N)c1Br returned Integrin act MD -1%.
CC(=O)Nc1cccc(OCc2ccc([N+](=O)[O-])cc2)c1 was read as Integrin act MD -18%.
`O=C(CN1CCN(S(=O)(=O)c2ccc3c(c2)OCCCO3)CC1)N1CCc2ccccc21` gave Integrin act MD 19%.
For C=CCN(CC=C)C(=O)C1c2ccccc2Oc2ccccc21 the results were Integrin act MD 1%.
For CN1OC[C@@H]2CN[C@H](c3ccc(-c4ccc(C#N)cc4)cc3)C[C@@H]21 the results were Integrin act MD 20%.
Screening COc1ccc(-c2noc(CCC(=O)Nc3cccc(C(=O)NC4CC4)c3)n2)cc1OC returned Integrin act MD 15%.
`COc1ccccc1N1CCN(S(=O)(=O)CCNC(=O)C(C)Oc2ccccc2)CC1` (centres undefined) gave Integrin act MD -3%.
For Cc1cc(C(=O)N2CCCC(Nc3ccc(C)c(C)c3)C2)nc(C)n1 (centres undefined) the results were Integrin act MD -3%.
`CC(=O)OCc1ccc(C2=CC(=O)CC(C)(C)C2=O)cc1` gave Integrin act MD -6%.
For CC1=CC(=O)Nc2ncccc2O1 the results were Integrin act MD -24%.
Screening CCN(CC(=O)Nc1ccc(NC(C)=O)cc1)C(=O)C1CC(=O)N(c2ccc3c(c2)OCCO3)C1 (centres undefined) returned Integrin act MD 4%.
Screening Cc1ccc(-c2nc(NCCCN(C)C)c3ccccc3n2)cc1 returned Integrin act MD -60%[inhibitor].
`O=C(C[C@H]1C(=O)N(c2ccc(Br)cc2)C[C@@H]1Cc1ccccc1)Nc1ccccc1` gave Integrin act MD 0%.
For O=[N+]([O-])c1cccnc1Oc1cc(Cl)c(Cl)cc1Cl the results were Integrin act MD -13%.
CSc1cccc(NC(=O)C2CC(=O)N(c3ccc4c(c3)OCCO4)C2)c1 (centres undefined) was read as Integrin act MD -6%.
`C[C@@H]1CN([C@H](C)CO)C(=O)CCCn2cc(nn2)CO[C@H]1CN(C)S(=O)(=O)c1ccccc1` gave Integrin act MD -14%.
Screening N#Cc1ccc(C(=O)Nc2cc(S(=O)(=O)N3CCOCC3)ccc2N2CCOCC2)cc1 returned Integrin act MD 13%.
Screening COCCN(C(=O)COC(=O)CCC1CCCCC1)c1c(N)n(Cc2ccccc2)c(=O)[nH]c1=O returned Integrin act MD 3%.
`Cc1cccc(C)c1Nc1n[nH]c(=S)s1` gave Integrin act MD -1%.
For O=C(NCC(=O)N1CCCCCCC1)c1ccc(Cl)c(Cl)c1 the results were Integrin act MD 3%.
Screening O=C(Cn1cnc([N+](=O)[O-])c1)Nc1ccc(Cl)cc1Cl returned Integrin act MD 6%.
Screening CCCCCCN1C[C@@H](n2cc(COC(=O)c3ccccc3)nn2)[C@H](O)C[C@@H]1c1ccc(Cl)cc1 returned Integrin act MD 14%.
For CCCC1NC(=O)c2cccnc2-n2c1nc1ccc(C)cc1c2=O (centres undefined) the results were Integrin act MD 11%.
For C[C@@H]1CN([C@@H](C)CO)C(=O)c2cc(C#Cc3cccc(F)c3)cnc2O[C@@H]1CN(C)CC1CCOCC1 the results were Integrin act MD -3%.
`C[C@@H]1CCCCO[C@H](CN(C)C(=O)Nc2ccc(F)cc2)[C@@H](C)CN([C@H](C)CO)C(=O)c2cc(NC(=O)c3ccccc3)ccc2O1` gave Integrin act MD 27%.
CCCN1C(=O)C(=O)N(CC(=O)N2c3ccccc3NC(=O)CC2C)C1=O (centres undefined) was read as Integrin act MD -5%.
Cc1cn([C@H]2C[C@H](O)[C@@H](CNC/C=C/c3ccccc3[N+](=O)[O-])O2)c(=O)[nH]c1=O was read as Integrin act MD -3%.
Screening O=C(COC(=O)/C=C/c1ccccc1Cl)NC1CC1 returned Integrin act MD -16%.
For FC(F)(F)c1cnc(NNC(=S)Nc2ccccc2)c(Cl)c1 the results were Integrin act MD 9%.
Screening CC(C)NC(=O)Nc1ccc2c(c1)C(=O)N([C@H](C)CO)C[C@H](C)[C@@H](CN(C)Cc1ccc(C(F)(F)F)cc1)OCCCC[C@@H](C)O2 returned Integrin act MD 2%.
Screening C[C@@H]1CN([C@@H](C)CO)S(=O)(=O)c2ccc(Br)cc2O[C@@H]1CN(C)C(=O)NC1CCCCC1 returned Integrin act MD 17%.
`CNC[C@@H]1OCc2ccccc2-c2c(n(C)c3ccccc23)C(=O)N([C@H](C)CO)C[C@H]1C` gave Integrin act MD -12%.
For O=C(NC(=S)N1CCN(c2ccc(F)cc2)CC1)c1ccccc1 the results were Integrin act MD 1%.
For Cc1ccc(NC(=O)COC(=O)Cc2c[nH]c3ccccc23)cc1 the results were Integrin act MD 14%.
Screening O=C(CCNC(=O)N1CC(=O)Nc2ccccc21)NCc1ccc(Cl)cc1 returned Integrin act MD 2%.
Screening Cc1ccc(NC(=O)c2cc(S(=O)(=O)NCC3CCCO3)ccc2F)cc1 (centres undefined) returned Integrin act MD 21%.
Cc1nn(-c2ccccc2)c(C)c1C(=O)OCC(=O)Nc1ccc(C(N)=O)cc1 was read as Integrin act MD inconclusive.
For O=C(Oc1ccc[nH]c1=O)c1ccccc1 the results were Integrin act MD -6%.
Screening COC(=O)CCC(=O)N1CCC(Oc2cccc(C(=O)NCc3ccccn3)c2)CC1 returned Integrin act MD -5%.
`COc1ccc(OC)c(S(=O)(=O)Nc2ccc3c(c2)OCCO3)c1` gave Integrin act MD 24%.
`S=c1[nH]ncn1/N=C/c1ccco1` gave Integrin act MD 4%.
Screening CC(C)(C)OC(=O)[C@H](Cc1ccccc1)NC(=O)c1ncn2c1c(=O)[nH]c1ccc(Br)cc12 returned Integrin act MD 6%.
For COc1cc(C(=O)OCC(=O)Nc2ccccc2)cc2c1OCCO2 the results were Integrin act MD 14%.
Screening COC(=O)C1=C(C(=O)OC)C2C=CC1C1C(OC(C)=O)C(OC(C)=O)C21 (centres undefined) returned Integrin act MD -3%.
Screening O=C(c1ccc([N+](=O)[O-])s1)N1CCN(c2ncccn2)CC1 returned Integrin act MD -11%.
Screening O=C(c1cccs1)N1C[C@H](O)[C@@H](n2cc(C3CC3)nn2)C[C@@H]1c1ccccc1 returned Integrin act MD 25%.
Cc1cc(Cl)ccc1N(CC(=O)N(C)Cc1ccccc1)S(C)(=O)=O was read as Integrin act MD 6%.
For CC1(C)CC(=O)C=C(Nc2ccc(O)cc2)C1 the results were Integrin act MD 2%.
Cc1ccc(S(=O)(=O)N(C)C)cc1NC(=O)COC(=O)c1cccs1 was read as Integrin act MD 24%.
For COc1ccc(/C=C2/SC(=S)N(CCC(=O)Nc3cccnc3)C2=O)cc1OC the results were Integrin act MD -19%.
`COC(=O)c1ccc(-c2nc(CN3CCN(C(=O)c4ccco4)CC3)c(C)o2)cc1` gave Integrin act MD -5%.
For COC(=O)c1ccccc1NC(=O)CSc1nc2ccsc2c(=O)n1Cc1ccc(C(=O)O)cc1 the results were Integrin act MD 1%.
Screening CCOc1ccc(-c2cccc(NS(=O)(=O)c3cccc([N+](=O)[O-])c3)c2)nn1 returned Integrin act MD 3%.
C[C@@H]1CN([C@H](C)CO)C(=O)c2cc(Br)cnc2O[C@H]1CN(C)C(=O)Cc1ccncc1 was read as Integrin act MD 1%.
For CC1(C)NC(=O)N(CCC(=O)Nc2ccc(C(C)(C)C)cc2)C1=O the results were Integrin act MD -4%.
`CS(=O)(=O)N(CC(=O)N1CCOCC1)c1cccc(Cl)c1` gave Integrin act MD -2%.
`O=C(CNC(=O)c1cccc(-n2cccc2)c1)Nc1ccccc1Br` gave Integrin act MD 19%.
For CN1CCN(c2ccc(S(=O)(=O)N3CCCCC3)cc2NC(=O)CSC(C)(C)C)CC1 the results were Integrin act MD -33%.
For CCCN(C(=O)CSCc1ccc(C)cc1)c1c(N)n(Cc2ccccc2)c(=O)[nH]c1=O the results were Integrin act MD 7%.
`CC(C(=O)N1CCCC1)N(c1ccc(Cl)cc1)S(C)(=O)=O` (centres undefined) gave Integrin act MD -4%.
